Source: PubChem BioAssay
M. tuberculosis GlmU: inhibition of mycobacterial GlmU enzyme – biochemical, glucosamine-1-phosphate acetyltransferase (AID 1376); 0.25% of 220,000 active; one-dose inhibition, %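 (tested at 30 µM in the primary screen)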; IC50 in µM for titrated hits; M. tuberculosis GlmU acetyltransferase enzyme assay; higher % means a stronger effect; in the data active = inhibition above about 13%; inconclusive = no clear call, values can overlap the other calls;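 note: 0% = complete reaction with vehicle and 100% = reaction without substrate; strong numbers were not always called active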
RmlCD inh 1536: M. tuberculosis RmlC/RmlD coupled enzyme inhibitors, primary screen, biochemical, compound mixtures, 384-well, from 1536-well plates; dTDP-4-dehydrorhamnose reductase (Mycobacterium tuberculosis (strain ATCC 25618 / H37Rv)) …; RmlC+RmlD coupled enzyme assay, percent inhibition; primary screen in compound mixtures; inhibition, % at 3.6 µM; 0.03% of 160,000 active; AID 1533, 2009; in the data active = inhibition mostly above about 34%, no sharp cut-off; inconclusive = no clear call, values can overlap the other calls; inactive = mostly below about 22%; note: some results filed as inactive read as strong as hits
Target sequence (P9WH09 whole entry, looked up): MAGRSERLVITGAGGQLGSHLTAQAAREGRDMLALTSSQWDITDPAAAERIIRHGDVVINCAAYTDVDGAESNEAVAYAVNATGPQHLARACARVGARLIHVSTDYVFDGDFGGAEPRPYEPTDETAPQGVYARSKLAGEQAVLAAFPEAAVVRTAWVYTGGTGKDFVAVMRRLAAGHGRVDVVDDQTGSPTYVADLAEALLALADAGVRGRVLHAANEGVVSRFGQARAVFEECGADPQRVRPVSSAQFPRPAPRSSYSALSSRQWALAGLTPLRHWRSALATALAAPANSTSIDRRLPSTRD
Target sequence (P9WH11 whole entry, looked up): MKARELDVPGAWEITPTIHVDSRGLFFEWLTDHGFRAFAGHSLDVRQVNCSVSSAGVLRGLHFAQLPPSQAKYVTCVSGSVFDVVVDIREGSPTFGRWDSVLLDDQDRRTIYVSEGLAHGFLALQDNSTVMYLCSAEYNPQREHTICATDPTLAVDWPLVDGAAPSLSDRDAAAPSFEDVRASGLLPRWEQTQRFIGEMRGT
* hit, by the source's call. These rows are one share of the data (hit frequency here may not be typical).

Cc1ccc(C(=O)NNc2c3ccccc3nc3ccccc23)cc1 was read as M. tuberculosis GlmU 0.4% and RmlCD inh 1536 5.
`Cc1ccc(NC(=O)COC(=O)CNC(=O)c2ccc(Br)cc2)c(C)c1` gave M. tuberculosis GlmU -2.5% and RmlCD inh 1536 -7.
For CCOC(=O)C1=C(c2ccccc2)Nc2ncnn2C1c1cccc(O)c1 (centres undefined) the results were M. tuberculosis GlmU 3.8% and RmlCD inh 1536 27.
For CC(=O)C1=C(C)NC2(O)c3ccccc3C(=O)C12O (centres undefined) the results were M. tuberculosis GlmU 3.1% and RmlCD inh 1536 -12.
For O=C(COC(=O)c1ccncc1)c1ccccc1 the results were M. tuberculosis GlmU -6.8% and RmlCD inh 1536 -9.
`COc1ccc(CCNC(=O)c2cccs2)cc1OC` gave M. tuberculosis GlmU 0.5% and RmlCD inh 1536 6.
CCOC(=O)N1CCN(C(=O)C2CCN(S(=O)(=O)c3ccc(C)cc3)CC2)CC1 was read as M. tuberculosis GlmU 2.1% and RmlCD inh 1536 3.
`COc1cc(/C=C/C(=O)O)cc(S(=O)(=O)Nc2ccccc2Cl)c1OC` gave M. tuberculosis GlmU 6.0% and RmlCD inh 1536 -8.
`CC(=O)Nc1ccc(/C=N/NC(=O)c2cccc(S(=O)(=O)N3CCOCC3)c2)cc1` gave M. tuberculosis GlmU -1.7%.
For CN(C)CCNC(=O)c1c(CSc2ccc(Cl)cc2)noc1C(=O)NCc1ccccc1 the results were M. tuberculosis GlmU -3.2%.
For N#Cc1c(/N=C/C=C/c2ccccc2)sc2c1CCCC2 the results were M. tuberculosis GlmU 2.5% and RmlCD inh 1536 -9.
Cc1cccc(-c2nnc(-c3ccc(N)cc3)o2)c1 was read as M. tuberculosis GlmU 3.5% and RmlCD inh 1536 4.
COC(=O)c1noc(-c2ccc(C)cc2)n1 was read as M. tuberculosis GlmU 3.0% and RmlCD inh 1536 -4.
`CC(C)n1c(NCCc2ccccc2)nc2c1c(=O)n(C)c(=O)n2C` gave M. tuberculosis GlmU 1.3%.
`CCc1nc2ccccc2n1CC(=O)N1CCN(Cc2ccccc2)CC1` gave M. tuberculosis GlmU -0.8% and RmlCD inh 1536 12.
CCCCc1ccc(Nc2ncnc3nc[nH]c23)cc1 was read as RmlCD inh 1536 10.
For COc1ccc(C(=O)NCC(=O)OCc2cccc(Br)c2)cc1 the results were M. tuberculosis GlmU 2.1%.
For O=C(/C=C/c1cccc([N+](=O)[O-])c1)NCCc1ccc(F)cc1 the results were M. tuberculosis GlmU -1.1% and RmlCD inh 1536 -6.
COc1cc(CNCC2CCCO2)ccc1OCC(N)=O (centres undefined) was read as M. tuberculosis GlmU 3.1% and RmlCD inh 1536 5.
For CCN(CC)C(=O)CSc1nc2nc(C)cc(C)c2c(=O)[nH]1 the results were M. tuberculosis GlmU -19% and RmlCD inh 1536 21.
For C=C1C(=O)C=C[C@]2(C)C[C@@H]3OC(=O)[C@](C)(O)[C@H]3C[C@@H]12 the results were M. tuberculosis GlmU 9.4% and RmlCD inh 1536 2.
Screening Cc1c(NC2=CC(=O)CCC2)c(=O)n(-c2ccccc2)n1C returned M. tuberculosis GlmU -3.1% and RmlCD inh 1536 9.
`O=c1[nH]c(SCCOc2ccccc2F)nc2ccccc12` gave M. tuberculosis GlmU 0.5% and RmlCD inh 1536 -11.
`Cc1n[nH]c(C)c1-c1nc2ccccc2[nH]1` gave M. tuberculosis GlmU 6.7% and RmlCD inh 1536 4.
CC(C)=CC1C(C(=O)Nc2ccc(Br)cn2)C1(C)C (centres undefined) was read as RmlCD inh 1536 -2.
C=C(C)COc1ccc2c(C)c(CC(=O)OC)c(=O)oc2c1C was read as M. tuberculosis GlmU 5.2% and RmlCD inh 1536 -15.
For Cc1ccc(C(=O)N/N=C(/CC(=O)c2cccs2)C(F)(F)F)cc1 the results were M. tuberculosis GlmU 1.3%.
Screening CCOC(=O)C1=C(C)N(CCCC(=O)O)C(=O)NC1c1ccc(OC)cc1 (centres undefined) returned M. tuberculosis GlmU 0.0%.
Screening Cc1c(CCO)c(=O)n(-c2ccccc2)n1S(=O)(=O)c1c(Cl)cc(Cl)cc1Cl returned M. tuberculosis GlmU -0.6% and RmlCD inh 1536 -65.
CC(C)N(Cc1ccccc1)S(=O)(=O)N(C)C was read as M. tuberculosis GlmU -0.9% and RmlCD inh 1536 -6.
Cc1cc(Nc2ccc(C)c(F)c2)n2ncnc2n1 was read as M. tuberculosis GlmU -6.1% and RmlCD inh 1536 11.
Screening O=C(NCCc1ccccc1)c1ccc(-c2ccccc2C(F)(F)F)o1 returned M. tuberculosis GlmU -1.0%.
For O=C(CSc1nnc(Cc2ccccc2)n1-c1ccccc1)N1CCOCC1 the results were M. tuberculosis GlmU -2.8% and RmlCD inh 1536 4.
Cc1cccc(NCC(=O)N/N=C\c2ccc[nH]2)c1 was read as M. tuberculosis GlmU -2.1% and RmlCD inh 1536 14.
CCCCn1c(O)c(C(CC)=NCCc2ccccc2)c(=O)[nH]c1=O was read as M. tuberculosis GlmU -4.0% and RmlCD inh 1536 5.
Cc1cc(C(=O)N2CCCc3ccccc32)no1 was read as M. tuberculosis GlmU -1.5%.

Seven consecutive compounds out of the list so far, quoted:
Cc1ccc(C(=O)NNc2c3ccccc3nc3ccccc23)cc1 was read as M. tuberculosis GlmU 0.4% and RmlCD inh 1536 5.
`Cc1ccc(NC(=O)COC(=O)CNC(=O)c2ccc(Br)cc2)c(C)c1` gave M. tuberculosis GlmU -2.5% and RmlCD inh 1536 -7.
For CCOC(=O)C1=C(c2ccccc2)Nc2ncnn2C1c1cccc(O)c1 (centres undefined) the results were M. tuberculosis GlmU 3.8% and RmlCD inh 1536 27.
For CC(=O)C1=C(C)NC2(O)c3ccccc3C(=O)C12O (centres undefined) the results were M. tuberculosis GlmU 3.1% and RmlCD inh 1536 -12.
For O=C(COC(=O)c1ccncc1)c1ccccc1 the results were M. tuberculosis GlmU -6.8% and RmlCD inh 1536 -9.
`COc1ccc(CCNC(=O)c2cccs2)cc1OC` gave M. tuberculosis GlmU 0.5% and RmlCD inh 1536 6.
CCOC(=O)N1CCN(C(=O)C2CCN(S(=O)(=O)c3ccc(C)cc3)CC2)CC1 was read as M. tuberculosis GlmU 2.1% and RmlCD inh 1536 3.

Other entries
For CCc1ccccc1NC(=S)N(CCCN1CCN(C)CC1)Cc1cccs1 the results were M. tuberculosis GlmU 4.9% and RmlCD inh 1536 16.
Screening COc1ccccc1N1CCN(C(=O)CSc2ncccc2-c2nc3ccccc3[nH]2)CC1 returned M. tuberculosis GlmU -7.0%.
For COc1ccc(Cn2nnnc2C(c2ccc(N(C)C)cc2)N2CCC(C)CC2)cc1 (centres undefined) the results were M. tuberculosis GlmU -4.9%.
For CC(C)c1cc(=O)oc2c3c4c(cc12)CCCN4CCC3 the results were M. tuberculosis GlmU 5.0% and RmlCD inh 1536 -1.
For CC(C)Oc1ccc(C2CC(=O)N(c3ccc(N(C)C)cc3)C2=O)cc1 (centres undefined) the results were M. tuberculosis GlmU -0.1%.
Screening CC(C)c1onc(C(=O)N2CCCCC2C)c1[N+](=O)[O-] (centres undefined) returned M. tuberculosis GlmU 0.7%.
O=C(Cc1ccc(Br)cc1)N1CCN(c2ccc(F)cc2)CC1 was read as M. tuberculosis GlmU 0.0% and RmlCD inh 1536 11.
For Brc1ccccc1-c1cnco1 the results were M. tuberculosis GlmU 2.5% and RmlCD inh 1536 5.
`O=[P+](Cc1ccccc1)Cc1ccccc1` gave M. tuberculosis GlmU 1.3% and RmlCD inh 1536 -2.
For Cc1ccn2c(C(=O)N/N=C/c3ccc(CNC(=O)C(=O)Nc4ccc(C)c(C)c4)o3)c(C)nc2c1 the results were M. tuberculosis GlmU -1.8% and RmlCD inh 1536 -1.
`Cc1ccc(S(=O)(=O)NCCNc2ccccc2[N+](=O)[O-])cc1` gave M. tuberculosis GlmU -1.2% and RmlCD inh 1536 13.
CCCCn1c(SCC(=O)Nc2cc(C)on2)nc2ccccc2c1=O was read as M. tuberculosis GlmU 2.8% and RmlCD inh 1536 -6.
`CCC(C)C(NC(=O)OC(C)(C)C)C(=O)NC(C(=O)NC(C)C(N)=O)C(C)C` (centres undefined) gave M. tuberculosis GlmU -1.4%.
`COc1cc(CC(=O)OCC(=O)Nc2ccc3c(c2)OCCO3)cc(OC)c1OC` gave M. tuberculosis GlmU 8.6% and RmlCD inh 1536 inconclusive.
For COCCCNCCCCOc1ccc(C)cc1[N+](=O)[O-] the results were M. tuberculosis GlmU -0.6% and RmlCD inh 1536 -16.
`COCCNC(=S)N/N=C/c1ccccc1C(=O)O` gave M. tuberculosis GlmU 1.9% and RmlCD inh 1536 -1.
`O=C(/C=C/c1ccccc1[N+](=O)[O-])NCC1CCCO1` (centres undefined) gave M. tuberculosis GlmU -1.2% and RmlCD inh 1536 9.
For O=C1CCC(C(=O)NCc2cccnc2)N1 (centres undefined) the results were M. tuberculosis GlmU 3.0%.
For O=S(=O)(CCN1C=CC(C(F)(F)F)=NCC1)c1ccc(F)cc1 the results were RmlCD inh 1536 -5.
`CCOCCCNC(=S)Nc1ccc2nc(N3CCCC3)cc(C)c2c1` gave M. tuberculosis GlmU 1.7% and RmlCD inh 1536 13.
Cc1sc(N2C(=O)C3C(C2=O)[C@H]2C=C[C@@H]3C2)c(C#N)c1C (some centres undefined) was read as M. tuberculosis GlmU 3.7%.
COCCN(C(=O)COc1ccccc1)c1nnc(-c2cccnc2)s1 was read as M. tuberculosis GlmU -5.0%.
Screening O=C(CNC(=O)c1cnccc1C(F)(F)F)c1cccc(Cl)c1 returned M. tuberculosis GlmU -0.5% and RmlCD inh 1536 13.
Cc1cccc(OCCCC(=O)Nc2nccs2)c1 was read as M. tuberculosis GlmU 2.3%.
For Cc1cccc(CCNS(=O)(=O)c2ccc(S(=O)(=O)N3CCCCC3)cc2)c1 the results were M. tuberculosis GlmU 2.8% and RmlCD inh 1536 -2.
`CC1CC(C)CN(S(=O)(=O)c2ccc3c(c2)oc(=O)n3CC(=O)NCc2cccnc2)C1` (centres undefined) gave M. tuberculosis GlmU 8.8% and RmlCD inh 1536 -13.
`CC(C)NC(=O)c1cc2cc([N+](=O)[O-])ccc2s1` gave M. tuberculosis GlmU 0.5% and RmlCD inh 1536 -8.
`CC1(C)Cc2c(cnn2-c2ccccc2)C(=O)/C1=N\NC(=O)c1ccccc1N` gave M. tuberculosis GlmU 1.4%.
For CCN1CCN(C(c2cccs2)C(C)NC(=O)C(C)C)CC1 (centres undefined) the results were M. tuberculosis GlmU 1.9% and RmlCD inh 1536 4.
For O=C(N/C(=C/c1cccs1)C(=O)N1CCCCCC1)c1ccccc1 the results were M. tuberculosis GlmU 0.0%.
Cc1nn2c([nH]c(=O)c3ccccc32)c1C=O was read as M. tuberculosis GlmU 2.2% and RmlCD inh 1536 -12.
For CCN1C(=O)C2(SC(NC(C)=O)=NN2C(C)=O)c2cc(C)cc(C)c21 (centres undefined) the results were M. tuberculosis GlmU 4.2% and RmlCD inh 1536 6.
For COC(=O)c1cn(NC(=O)c2cnccn2)c(=O)c2ccccc12 the results were M. tuberculosis GlmU 2.2% and RmlCD inh 1536 8.
Screening CCc1ccc2nc(SCC(=O)N3CC(=O)Nc4ccccc43)c(C#N)cc2c1 returned M. tuberculosis GlmU -4.1%.
Screening O=c1[nH]c2cc3c(cc2cc1CN(Cc1cccnc1)C(=S)NCc1ccco1)OCCO3 returned M. tuberculosis GlmU -4.4% and RmlCD inh 1536 10.
CCCCNC(=O)/C(=C/c1ccccc1)NC(C)=O was read as M. tuberculosis GlmU -2.5% and RmlCD inh 1536 5.
Fc1cccc(Cl)c1CSc1nnc(CNc2ccccc2)o1 was read as M. tuberculosis GlmU 0.3% and RmlCD inh 1536 6.
For O=C(NCc1ccc(Cl)cc1)C(=O)Nc1nccs1 the results were M. tuberculosis GlmU 4.0% and RmlCD inh 1536 -12.
Screening CC(C)Sc1nsc2nc(=O)c(/C=C3\C=Nc4ccccc43)c(N)n12 returned M. tuberculosis GlmU -4.1% and RmlCD inh 1536 7.
COC(=O)C1=C(c2ccc(S(C)(=O)=O)cc2)C[C@@H]2CC[C@H]1N2C(=O)NCCO was read as M. tuberculosis GlmU -4.2%.
For Cc1csc(N(C(=O)c2cccc(S(=O)(=O)N3CCCC3)c2)c2ccccc2)n1 the results were M. tuberculosis GlmU 5.8%.
COc1ccc(NC(=O)CSC2=C(C#N)C(c3ccco3)C3=C(CCCC3=O)N2)c(OC)c1 (centres undefined) was read as M. tuberculosis GlmU -2.0% and RmlCD inh 1536 -8.
`COc1ccc(C(=O)COc2ccccc2C(N)=O)cc1` gave M. tuberculosis GlmU -1.6% and RmlCD inh 1536 -9.
Cc1ccc(NC(=O)CCNS(=O)(=O)c2ccc3c(c2)oc(=O)n3C)cc1C was read as M. tuberculosis GlmU 2.4% and RmlCD inh 1536 13.
CCOc1ccc(/C=N/n2cc(-c3ccccc3)[nH]c2=S)cc1 was read as M. tuberculosis GlmU -1.8% and RmlCD inh 1536 -10.
Screening Cc1c(C(=O)O)sc2nc(CSc3ncc(C(F)(F)F)cc3Cl)[nH]c(=O)c12 returned M. tuberculosis GlmU 4.2% and RmlCD inh 1536 5.
For O=Cc1cn(Cc2cccc(F)c2)c2ccccc12 the results were M. tuberculosis GlmU -3.6% and RmlCD inh 1536 5.
COc1ccc(C(C)=O)cc1COC(=O)c1ccc(OCc2c(C)noc2C)cc1 was read as M. tuberculosis GlmU -5.6% and RmlCD inh 1536 13.
CCOC(=O)c1ccc(NC2c3ccccc3C(=O)N2c2ccccn2)cc1 (centres undefined) was read as M. tuberculosis GlmU -0.1% and RmlCD inh 1536 8.
CCCCCOC(=O)NCC(O)c1ccccc1 (centres undefined) was read as M. tuberculosis GlmU -5.4%.
Screening O=C1CCN(S(=O)(=O)c2ccc(Br)cc2)CCN1 returned M. tuberculosis GlmU -4.4% and RmlCD inh 1536 -1.
